Source: PubChem
RGS4 inhibitor = blocks human RGS4-accelerated GTP hydrolysis. Transcreener GDP fluorescence polarization, RGS4-accelerated GTP hydrolysis. Potency, µM (highest dose often 114 µM), without a hit: top-dose activity change, negative = inhibition, actives largely listed as inhibitors. 0.039% of 390,000 active. AID 504845; also: % is scaled to controls: 0 for no effect and ±100 for the full control effect; nearly all actives have a fitted effect of over 75% in size; some results filed as inactive show a strong effect at the top dose
Target sequence (P49798 whole entry, looked up): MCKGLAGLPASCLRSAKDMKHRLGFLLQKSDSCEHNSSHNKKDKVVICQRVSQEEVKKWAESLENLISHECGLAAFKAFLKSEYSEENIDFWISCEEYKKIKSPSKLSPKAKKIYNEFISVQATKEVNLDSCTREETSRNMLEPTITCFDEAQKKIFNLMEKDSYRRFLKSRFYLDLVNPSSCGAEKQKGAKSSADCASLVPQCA
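MLSMR compounds (23 nl, pin-transferred) preincubated 10 min at room temperature with a 500nM (2x) first reagent, then RGS4 at 900nM (2x) plus Transcreener GDP mix added; fluorescence polarization (620/688 nm) read before and after 90 min at 30 °C.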
Vif-A3F inh = Vif-A3F binding inhibition; HeLa A3F-eYFP + Vif (tagged APOBEC3F with the HIV-1 protein that degrades it), YFP fluorescence increase; Potency, µM (series often up to 46.1 µM), without a hit: at the top dose activity, negative = active; 0.2% of 390,000 active; also: % of control where 0% means no effect; nearly all actives have a fitted effect of over 65% in size
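HeLa cells stably expressing Vif plus C-terminally eYFP-tagged A3F were seeded, incubated overnight at 37 deg C, dosed with compound, incubated overnight again at 37 deg C. Yellow fluorescence (Ex 488/Em 500-530) reported blocked Vif-mediated A3F-eYFP degradation.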
ALOX12 inh = blocks human arachidonate 12S-lipoxygenase. purified 12hLO, xylenol orange hydroperoxide absorbance. Potency, µM (doses to about 108 µM), for inactives: at the highest dose activity change, negative = inhibition, most hits filed as inhibitors. 1.1% of 580,000 active. AID 1671190; also: % is scaled to controls: 0 for no effect and ±100 for the full control effect
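Hydroperoxide product was detected by ferrous iron/xylenol orange as the 573 to 405 nm absorbance ratio. Arachidonic acid at 40 uM (final) was turned over for 30 min at room temperature by 150 nM human 12hLO, pH 7.0 Hepes buffer, after 15 min compound preincubation.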
USP1-UAF1 inh = USP1/UAF1 (human) deubiquitinase inhibition; O94782; Potency, µM (series often up to 57.1 µM), without a hit: at the highest dose activity change, negative = inhibition, usual class: inhibitors; 0.23% of 390,000 active; recombinant USP1/UAF1, Ub-Rhodamine cleavage fluorescence; also: % is scaled to controls: 0 for no effect and ±100 for the full control effect; nearly all actives have a fitted effect of over 60% in size; inactives centre near -12
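1 nM enzyme complex + cpd, 15 min RT; start with Ub-Rho 150nM final; kinetic fluorescence ex 480/em 540, 6 reads q60 s. Buffer 50mM HEPES pH 7.8, 0.5mM EDTA, 0.1 mg/ml BSA, 1mM TCEP, 0.01% Tween-20.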
TrxR1 substrate = is turned over as a substrate by rat TrxR1; O89049; purified TrxR1 substrate turnover, NADPH consumption readout; Potency, µM (highest dose often 114 µM), for the others: at the highest dose activity change, negative = substrate turnover; 0.01% of 390,000 active; also: % is scaled to controls: 0 for no effect and ±100 for the full control effect; nearly all actives have a fitted effect of over 50% in size
Target sequence (O89049 whole entry, looked up): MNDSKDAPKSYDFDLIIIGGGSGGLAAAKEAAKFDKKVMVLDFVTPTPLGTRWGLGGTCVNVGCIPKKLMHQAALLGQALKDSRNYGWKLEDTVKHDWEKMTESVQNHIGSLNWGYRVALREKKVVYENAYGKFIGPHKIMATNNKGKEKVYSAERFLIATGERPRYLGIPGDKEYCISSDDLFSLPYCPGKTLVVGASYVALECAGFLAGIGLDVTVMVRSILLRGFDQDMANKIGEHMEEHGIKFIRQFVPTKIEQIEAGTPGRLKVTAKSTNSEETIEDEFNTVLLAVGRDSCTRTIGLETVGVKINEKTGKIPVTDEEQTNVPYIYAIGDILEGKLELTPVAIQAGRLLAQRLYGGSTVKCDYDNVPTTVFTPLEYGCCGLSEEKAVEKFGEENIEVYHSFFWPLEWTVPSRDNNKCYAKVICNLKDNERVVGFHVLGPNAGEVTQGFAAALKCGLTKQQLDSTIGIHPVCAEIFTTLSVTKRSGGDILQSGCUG
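Rat TrxR1, dispensed at 90 nM, was prereduced with 400 uM NADPH (final) for 5 min at ~22 deg C, then incubated with compound 15 min before 400 uM selenite. A first-read NADPH fluorescence drop versus no-compound background flagged substrates.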
TrxR1 inh = inhibitors of rat thioredoxin reductase 1. O89049. recombinant rTrxR1, NADPH fluorescence consumption, selenite substrate. Potency, µM (doses to about 114 µM), for the others: at the top dose activity change, negative = inhibition, hits mostly inhibitors. 1% of 390,000 active. AID 588453; also: % is scaled to controls: 0 for no effect and ±100 for the full control effect; nearly all actives have a fitted effect of over 65% in size
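Rat TrxR1 (90 nM in the dispensed reagent) was pre-reduced with 400 uM NADPH for 5 min at room temperature, then incubated with compound for 15 min. After 400 uM selenite was added, NADPH fluorescence (Ex 340/Em 450 nm) was followed for 8 min.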
RXFP1 agonist = RXFP1 (human) receptor agonism; 0.3% of 370,000 active; HEK293T-RXFP1 cAMP TR-FRET, 30 min; response scale: percent of porcine relaxin response, buffer zero; AID 2676; Potency, µM (series often up to 57.5 µM), for the others: top-dose activation, actives largely listed as activators; Q9HBX9; also: % is scaled to controls: 0 for no effect and ±100 for the full control effect; nearly all actives have a fitted effect of over 60% in size; many of its hits are not listed in these tables
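HEK293T cells stably expressing RXFP1 were pretreated with the PDE4 inhibitor Ro 20174, exposed to compounds for 30 min at 37C, lysed, and cAMP was read by TR-FRET. Data normalized to buffer (basal) and 29 nM porcine relaxin (100%).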
Vif-APOBEC3G blk = blocks the Vif interaction with human APOBEC3G; HeLa A3G-eYFP + Vif (tagged APOBEC3G with the HIV-1 protein that degrades it), YFP fluorescence, overnight; 0.076% of 410,000 active; Q9HC16; Potency, µM (highest dose often 46.1 µM), without a hit: at the top dose activity, negative = active, usual class: inhibitors;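 also: % is scaled to controls: 0 for no effect and ±100 for the full control effect; nearly all actives have a fitted effect of over 60% in size; hits raise eYFP signal because A3G escapes Vif-driven loss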
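HeLa cells stably expressing Vif and C-terminally eYFP-tagged A3G, seeded overnight at 37 deg C, then exposed to compound by pintool overnight at 37 deg C. Rise in yellow fluorescence (Ex 488/Em 500-530, Acumen) marks blocked Vif-driven A3G degradation.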
mIDH1 inhibitor = human IDH1 R132H inhibition. O75874. IDH1-R132H enzyme, NADPH consumption, diaphorase/resazurin fluorescence. Potency, µM (series often up to 76.6 µM), inactives show at the top dose activity change, negative = inhibition, hits mostly inhibitors. 0.093% of 390,000 active; also: % is scaled to controls: 0 for no effect and ±100 for the full control effect; nearly all actives have a fitted effect of over 65% in size
Target sequence (O75874 whole entry R132H, stated change not applied): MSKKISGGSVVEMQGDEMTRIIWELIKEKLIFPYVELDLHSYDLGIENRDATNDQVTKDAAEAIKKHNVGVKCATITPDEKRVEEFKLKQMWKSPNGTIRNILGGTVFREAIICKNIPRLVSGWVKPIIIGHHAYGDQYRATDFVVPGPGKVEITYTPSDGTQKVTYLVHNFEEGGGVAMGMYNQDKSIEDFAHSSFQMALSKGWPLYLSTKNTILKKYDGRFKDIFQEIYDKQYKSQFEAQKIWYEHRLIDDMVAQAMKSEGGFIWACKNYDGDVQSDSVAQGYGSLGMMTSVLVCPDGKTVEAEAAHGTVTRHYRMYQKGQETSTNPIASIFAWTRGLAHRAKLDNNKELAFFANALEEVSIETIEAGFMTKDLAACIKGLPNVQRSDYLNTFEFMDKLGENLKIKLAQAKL
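IDH1-R132H (0.5 ug/mL dispensed) in pH 7.5 Tris buffer was preincubated 30 min with compound, then given a substrate mix of 0.016 mM NADPH and 2 mM alpha-KG for 80 min at room temperature; remaining NADPH was read by diaphorase/resazurin fluorescence.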
Starred values were filed as active, the others as inactive; ? = inconclusive; / = no result given; & = joins results of further samples; [ ] = dose if it differs, or a comment. Calls follow the shape of the dose curve; as a rule, active = well fitted curve in the direction sought with a large enough effect; inconclusive = small, poorly fitted or top-dose-only effect, or another doubt; inactive = no such curve, though single readings can be large; an effect the other way counts as inactive or inconclusive. Potency is read from the fitted curve at half-maximal effect. A portion of the library; rates above refer to the full screens.

SMILES	RGS4 inhibitor	Vif-A3F inh	ALOX12 inh	USP1-UAF1 inh	TrxR1 substrate	TrxR1 inh	RXFP1 agonist	Vif-APOBEC3G blk	mIDH1 inhibitor
O=C(NNC(=S)Nc1ccc(Cl)cc1Cl)c1cccnc1	-5%	-8%	-6%	-24%	2%	-2%	-0.2%	-13%	2%
COCCCNC(=S)NC(=O)c1ccccc1	-7%	-12%	?	-15%	-5%	-8%	-0.3%	-6%	1%
CC(C)(C)c1ccc(/C=C2\Oc3c(ccc(O)c3CN3CCN(CCO)CC3)C2=O)cc1	15%	7%	-16%	-25%	1%	?	7.7%	1%	7%
COc1ccc(CN2CCCC(C(=O)N3CCCCC3)C2)cc1 (stereo not drawn)	-6%	-1%	52%[activator]	-8%	2%	13%	-1.9%	2%	-1%
CCCCNC(=O)N1CCCN(c2ccc(C#N)cn2)CC1	-11%	6%	9%	-6%	5%	12%	3.0%	5%	-1%
COc1ccc(CCNC(=O)CCCn2nc(C)n3ccnc3c2=O)cc1OC	2%	-4%	31%[activator]	-20%	-6%[57.1 µM]	14%[57.1 µM]	?	0%	16%
CC(C)CCNC(=O)NC(=O)COC(=O)C1CCN(S(=O)(=O)c2ccccc2F)CC1	-14%	-7%	-14%	-18%	-1%	8%	2.8%	-3%	2%
O=C(CSc1nc2ccccc2c(=O)n1-c1ccccc1)NCC1CCCO1 (stereo not drawn)	5%	-9%	-19%	-14%	6%	30%	1.5%	-2%	-3%
CN1CCN(Cc2cccc(Oc3ccccc3)c2)CC1	-2%	1%	?	-4%	5%	9%	0.2%	-1%	-6%
Cn1c(CCNC(=O)c2ccccc2)nc2ccccc21	-44%	0%	15%	8%	-4%	17%	0.7%	-1%	0%
Cc1cc(C)nc(NS(=O)(=O)c2ccc(NC(=O)COc3ccc(Cl)cc3C)cc2)n1	-29%	2%	-12%	-15%	-3%	6%	-1.2%	-11%	49%[activator]
CN1CCN(CCCNC(=O)CCc2nnc3n(Cc4ccccc4Cl)c(=O)c4ccccc4n23)CC1	-27%	-7%	0%	-15%	7%	5%	-0.2%	-4%	7%
COc1ccccc1-c1nc(-c2cccc(C)c2)no1	-20%	7%	11%	-19%	-1%[57.1 µM]	20%[57.1 µM]	2.7%	-10%	8%
C/C=C/C=C/C(=O)N1CC2(CC(c3cccc(NC(=O)/C=C/C)c3)=NO2)C[C@@H]1C(N)=O (stereo partly drawn)	?	-1%	?	-12%	5%	?	1.0%	5%	-12%
COc1ccc(CCNC(=O)c2cc(S(=O)(=O)N3CCc4ccccc43)ccc2F)cc1OC	/	8%	-15%	-11%	/	/	/	-1%	0%
COC(=O)c1oc2ccc(Br)cc2c1NC(=O)CN1CCN(C)CC1	12%	6%	0%	4%	-3%	-7%	/	-6%	-1%
CCCCn1c(N)c(N(CCOC)C(=O)COC(=O)COc2c(C)cc(C)cc2C)c(=O)[nH]c1=O	3%	-5%	2%	-9%	3%	17%	0.9%	0%	2%
O=C(Nc1cccc(F)c1)N1CCCC(CNS(=O)(=O)Cc2ccccc2)C1 (stereo not drawn)	-15%	14%	14%	-11%	15%[57.1 µM]	15%[57.1 µM]	0.2%	-4%	17%
O=C(COCc1ccccc1)N[C@@H]1c2ccccc2CC[C@@H]1OCc1ccccc1	25%	1%	0%	-22%	-9%	11%	/	-2%	4%
CCc1ccc(OCC(=O)N/N=C(\C)c2ccc(-n3ccnc3)cc2)cc1	-4%	2%	2%	-20%	-3%[11.4 µM]	8%[11.4 µM]	2.6%	0%	10%
COc1ccc(C(=O)C2CCCN(C(=O)c3cccnc3OC)C2)cc1F (stereo not drawn)	?	-9%	15%	-4%	7%[57.1 µM]	1%	-3.9%	-5%	2%
COc1ccc(Cl)cc1NC(=O)CSc1nc(C)cc(C)n1	10%	0%	-3%	-18%	0%	24%	0.4%	-5%	4%
CC(C)n1nc(C(=O)Nc2ccc(-n3cnnn3)cc2)c2ccccc2c1=O	1%	6%	3%	-1%	-1%[2.29 µM]	0%[2.29 µM]	/	2%	2%
CC(=O)Nc1ccc(NC(=O)CCS(=O)(=O)c2ccc3c(c2)oc(=O)n3C)cc1	15%	-1%	-15%	-10%	-1%	-7%	3.9%	2%	-7%
COc1ccc(NC(=O)CSc2nnc(Cc3ccccc3)c(=O)n2N)c(OC)c1	5%	0%	?	-9%	-11%	-1%	0.5%	1%	-7%
O=C(CSCc1ccccc1Cl)N1CCN(c2ccc(F)cc2)CC1	-3%	3%	-16%	-9%	-8%[57.1 µM]	6%[57.1 µM]	2.6%	2%	-4%
Cc1cc2occ(CC(=O)NNC(=O)c3ccccc3)c2cc1C	-10%	1%	4%	-14%	7%	16%	-0.9%	-15%	0%
COc1cccc(NC(=O)c2ccccc2-c2nc(-c3ccccc3)no2)c1	36%	7%	7%	-4%	7%[57.1 µM]	13%[57.1 µM]	1.0%	-11%	6%
Cc1ccc(Nc2nc(Cl)nc(NC(C)(C)C)n2)cc1	19%	2%	?	-11%	-6%	20%	-0.3%	2%	3%
COc1ccccc1CNC(=O)/C=C/c1ccc(S(=O)(=O)NCc2ccco2)cc1	7%	4%	-15%	-25%	-3%	-1%	0.3%	-8%	7%
COCCCNC(=O)c1c(-c2ccccc2)noc1C	7%	2%	23%	-17%	-4%	4%[11.4 µM]	-0.1%	-2%	0%
Fc1cccc(/C=C2\CCCC3=C2NC(=S)NC3c2cccc(F)c2)c1 (stereo not drawn)	-51%	-3%	?	-22%	-5%	-16%	-0.1%	-7%	13%
CCCCn1c(N)c(N(C)C(=O)c2ccc(OCC3CCCO3)cc2)c(=O)[nH]c1=O (stereo not drawn)	-1%	3%	-15%	0%	-14%	-12%	0.6%	1%	-4%
COc1cc(NS(=O)(=O)c2ccc3[nH]c4c(c3c2)CCCC4)cc(OC)c1OC	16%	2%	?	-17%	-17%	-8%	0.3%	-34%	-13%
CCOc1ccc(-c2nc(CSCC(=O)NCC3CCCO3)c(C)o2)cc1 (stereo not drawn)	-2%	1%	-15%	-17%	15%	3%	1.6%	8%	7%
C=CCNC(=O)CN1CCN(C(c2ccccc2)c2ccccc2)CC1	10%	-1%	?	-6%	-3%	7%	1.3%	-1%	1%
O=C(O)c1cc(NC(=O)c2ccccc2F)cc(NC(=O)c2ccccc2F)c1	-9%	1%	-12%	-13%	5%	12%	2.4%	-1%	5%
CCCOC(=O)C1=C(C)NC2=C(C(=O)CCC2)C1c1cccs1 (stereo not drawn)	1%	-6%	0%	0%	3%	-12%	-0.5%	1%	3%
CC(=O)c1ccc(N2CCN(C(=O)c3noc4c3CSc3ccccc3-4)CC2)cc1	-23%	6%	3%	-16%	-1%	19%	4.0%	-1%	-5%
COc1ccc(CNC(=O)c2ccc(CNS(=O)(=O)c3ccc(OC)cc3)cc2)cc1	11%	2%	-8%	-22%	-4%	14%	1.8%	3%	-9%

Two entries picked at random from the list so far, as already listed:
SMILES	RGS4 inhibitor	Vif-A3F inh	ALOX12 inh	USP1-UAF1 inh	TrxR1 substrate	TrxR1 inh	RXFP1 agonist	Vif-APOBEC3G blk	mIDH1 inhibitor
C=CCNC(=O)CN1CCN(C(c2ccccc2)c2ccccc2)CC1	10%	-1%	?	-6%	-3%	7%	1.3%	-1%	1%
CCCCn1c(N)c(N(CCOC)C(=O)COC(=O)COc2c(C)cc(C)cc2C)c(=O)[nH]c1=O	3%	-5%	2%	-9%	3%	17%	0.9%	0%	2%

3 entries from above, ordered by their value in TrxR1 substrate, largest number first.
SMILES	TrxR1 substrate
CCOc1ccc(-c2nc(CSCC(=O)NCC3CCCO3)c(C)o2)cc1 (stereo not drawn)	15%
C=CCNC(=O)CN1CCN(C(c2ccccc2)c2ccccc2)CC1	-3%
COc1cc(NS(=O)(=O)c2ccc3[nH]c4c(c3c2)CCCC4)cc(OC)c1OC	-17%

The list continues.
SMILES	RGS4 inhibitor	Vif-A3F inh	ALOX12 inh	USP1-UAF1 inh	TrxR1 substrate	TrxR1 inh	RXFP1 agonist	Vif-APOBEC3G blk	mIDH1 inhibitor
C=CCNC(=S)N1CCC(C(=O)c2ccc(OC)cc2)CC1	11%	-2%	9%[57.4 µM]	6%	5%	-7%	-0.4%	-2%	0%
CC(=C\c1ccco1)/C=C(\C#N)C(=O)NCCc1c[nH]c2ccccc12	-35%	-20%	?	-17%	-2%	-14%	-3.1%	-6%	4%
COc1ccc(CN2C(=O)CN=C2Nc2cccc(C)c2C)cc1	-29%	-4%	-26%	-12%	-8%	-8%	0.2%	3%	7%
Cc1cccc(C)c1NC(=O)C(=O)c1cn(C)c2ccccc12	14%	2%	3%	-22%	-5%	6%	6.0%	3%	11%
COc1ccccc1NC(=O)c1cc([N+](=O)[O-])ccc1N1CCOCC1	-11%	2%	0%	-21%	-3%	17%	0.0%	-7%	3%
CC1CCC(=O)N(CCC#N)CC1 (stereo not drawn)	1%	7%	13%	-12%	5%&7%	20%&30%	-0.5%	3%&2%	-7%
N#C/C(=C\c1ccccc1)C(=O)Nc1cc(S(=O)(=O)N2CCOCC2)ccc1N1CCCC1	-9%	0%	-16%	-23%	-4%	-5%	0.2%	-2%	6%
Cc1ccc(C2Nc3ccccc3NC3=C2C(=O)CC(C)(C)C3)c(O)c1 (stereo not drawn)	10%	1%	-7%	-10%	-13%	-13%	-0.8%	6%	-5%
